Assay outcomes as filed in PubChem.
NOD2 RIPK2 PPI: blocks binding of human NOD2 to RIPK2 | O43353 | inhibition, % at 4.98 µM | 0.38% of 360,000 active | CHO BLA complementation NOD2-RIPK2, CCF4 ratio; in the data active means inhibition above about 21%;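 further: 0% = vehicle only and 100% = reference blocker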
Target sequence (O43353 whole entry, looked up): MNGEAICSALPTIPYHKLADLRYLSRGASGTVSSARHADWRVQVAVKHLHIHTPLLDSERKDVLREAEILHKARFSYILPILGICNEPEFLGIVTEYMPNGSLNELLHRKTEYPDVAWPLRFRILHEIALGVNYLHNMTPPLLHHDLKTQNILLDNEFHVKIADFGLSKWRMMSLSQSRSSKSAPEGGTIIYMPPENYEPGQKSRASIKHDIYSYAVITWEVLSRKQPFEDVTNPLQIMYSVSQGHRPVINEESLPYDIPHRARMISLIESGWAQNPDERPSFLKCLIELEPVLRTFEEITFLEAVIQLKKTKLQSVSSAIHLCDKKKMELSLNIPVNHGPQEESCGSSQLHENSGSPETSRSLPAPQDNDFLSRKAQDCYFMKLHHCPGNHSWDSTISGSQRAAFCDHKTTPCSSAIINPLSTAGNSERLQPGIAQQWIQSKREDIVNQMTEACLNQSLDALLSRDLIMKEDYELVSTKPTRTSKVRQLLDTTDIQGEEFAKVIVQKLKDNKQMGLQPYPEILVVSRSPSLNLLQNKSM
SRC2 inh: inhibits human steroid receptor coactivator 2 | Q15596 | HEK293 GAL4-SRC2 luciferase reporter, luminescence | inhibition, % at 9 µM | 0.17% of 370,000 active | AID 651957;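 active means inhibition above the mean inhibition of all tested compounds plus 3 SD, set per campaign, cut at about 52% in these data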;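 further: 0% = DMSO treated cells and 100% = cells given Gossypol at 36 µM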
ABHD5 PLIN5 PPI: blocks binding of human ABHD5 to perilipin-5 | inhibition, % at 4 µM | Q00G26+Q8WTS1 | Split G. princeps luciferase complementation, luminescence, 4 h | 0.78% of 360,000 active | AID 602281;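 active means inhibition above the mean inhibition across every tested compound plus 3 SD, cut at about 22% in these data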;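 further: 0% = DMSO only wells and the 100% control is not disclosed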
SRC1 inh: inhibitors of human steroid receptor coactivator 1 (SRC1) | Q15788 | AID 588354 | HEK293 GAL4-SRC1 luciferase reporter, luminescence | 0.12% of 360,000 active | inhibition, % at 3.6 µM;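 active means inhibition above the campaign mean plus 3 SD, with each screening campaign given its own cutoff, cut at about 60% in these data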;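 further: 0% = DMSO treated cells and 100% = gossypol at 36 µM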
TLR9-MyD88 inh: inhibitors of human TLR9-MyD88 binding; CHO BLA complementation TLR9-MyD88, CCF4 FRET ratio; inhibition, % at 4.98 µM; 0.21% of 340,000 active; AID 504734;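 active means inhibition above the mean over all tested compounds plus 3 SD, cut at about 21% in these data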;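 further: 0% = DMSO only wells and 100% = clavulanate BLA inhibitor control wells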
SRC3 inh: inhibitors of human steroid receptor coactivator 3 (SRC3). Q9Y6Q9. HEK293 GAL4-SRC3 luciferase reporter, luminescence. inhibition, % at 3.6 µM. 0.17% of 360,000 active;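 active means inhibition above a per-campaign cutoff, the mean of all compounds plus 3 SD, cut at about 60% in these data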;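 further: 0% = DMSO-treated cells and 100% = gossypol-treated cells at 36 µM; higher means less SRC3-driven luciferase light from the GAL4 reporter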
MC4R antagonist: antagonists of human melanocortin 4 receptor (MC4R); P32245; MC4R-expressing cells, MTII-stimulated cAMP, LANCE TR-FRET; inhibition, % at 6.5 µM; 0.48% of 360,000 active; AID 540295;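 active means inhibition above its plate's cutoff, the mean of tested wells on that plate plus 3 SD, cut at about 29% in these data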;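 further: 0% = Melanotan II alone and 100% = Melanotan II plus saturating MCL0020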
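material = U2OS cells stably expressing human melanocortin 4 receptor (MC4R) | also added = Melanotan II challenge | dosing = single nominal compound dose of 6.5 µM | detection = TR-FRET with Eu-cAMP and labeled anti-cAMP, 671 nm | replication = singlicate | timing = compound 30 min, challenge 1 h, detection 1 h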
LRH-1 inv ag: suppresses constitutive activity of human LRH-1 | O00482 | HEK293T StAR-luciferase reporter, LRH-1 transfected, 24 h | inhibition, % at 3.6 µM | 0.13% of 360,000 active;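 active means inhibition above the mean inhibition of all tested compounds plus 3 SD, cut at about 73% in these data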;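 further: 0% = DMSO wells and 100% = reporter-only cells lacking LRH-1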
COUP-TFII inh: NR2F2 (human) inhibition, primary screen; inhibition, % at 8.6 µM; 0.7% of 370,000 active; P24468; HEK293T NGFI-A luciferase reporter, luminescence;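 active means inhibition above a per-plate cutoff, mean inhibition of test wells between control levels plus 3 SD, cut at about 38% in these data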;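 further: cells cotransfected with COUP-TFII expression vector driving the NGFI-A reporter; 0% = median of COUP-TF2 test wells and 100% = reporter-only cells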
Target sequence (P24468 whole entry, looked up): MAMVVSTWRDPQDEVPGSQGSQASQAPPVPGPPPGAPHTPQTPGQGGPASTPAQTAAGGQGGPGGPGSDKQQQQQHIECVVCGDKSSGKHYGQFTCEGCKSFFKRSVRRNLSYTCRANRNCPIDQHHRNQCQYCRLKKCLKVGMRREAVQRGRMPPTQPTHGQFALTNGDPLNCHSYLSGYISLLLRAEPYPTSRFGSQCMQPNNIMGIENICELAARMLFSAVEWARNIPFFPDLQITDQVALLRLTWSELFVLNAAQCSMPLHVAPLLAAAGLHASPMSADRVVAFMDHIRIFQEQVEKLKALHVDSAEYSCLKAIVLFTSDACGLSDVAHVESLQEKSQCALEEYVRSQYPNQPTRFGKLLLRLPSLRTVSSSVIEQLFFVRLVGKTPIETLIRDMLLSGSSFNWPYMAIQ
EBV LMP1 NFkB: Epstein-Barr LMP1 NF-kappaB reporter inhibition; inhibition, % at 12.5 µM; 0.69% of 350,000 active; LMP1-induced NF-kappaB luciferase reporter cells, luminescence; AID 504558; in the data active means inhibition above about 41%;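 further: 0% = neutral control wells and 100% = reference inhibitor control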
MC4R barr agon: activates human MC4R beta-arrestin recruitment. activation, % at 8.9 µM. P32245. 0.98% of 360,000 active. AID 540308. U2OS MC4R beta-arrestin complementation, luminescence; percent of melanotan II response, DMSO zero;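 active means activation above a per-plate cutoff, the mean activation of sample wells on that plate plus 3 SD, cut at about 8% in these data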
* hit, by the source's call; nt = no result given. The list is partial; the hit share may differ from the screen's.

(1) CCOc1ccc(CC2S/C(=N/N=C/c3ccco3)NC2=O)cc1 (stereo not given)
(2) COc1ccc(N2CCN(C(=O)Cn3cnc4c3c(=O)n(C)c(=O)n4C)CC2)cc1
(3) Clc1nc2ccccc2cc1-c1nnn(-c2ccccc2Br)n1
(4) O=C(NC(Cc1ccccc1)C(=O)O)/C(=C/c1ccc(Cl)cc1)NC(=O)c1ccco1 (stereo not given)
(5) CN(C)CC(C(=O)c1ccccc1)c1ccccc1 (stereo not given)
(6) COc1ccc(CNC(=O)COc2ccc(S(=O)(=O)N3CCCCC3)cc2)cc1
(7) C=CC1=C(C(=O)O)N2C(=O)C(NC(=O)Cc3ccccc3)C2SC1 (stereo not given)
(8) O=C1CCCN1CCCNc1ncnc2c1cnn2-c1ccc(Cl)cc1
(9) Cc1nn(-c2ccccn2)c2c1-c1nc(N3CCOCC3)ncc1CC2
(10) Cn1nccc1-c1coc2c(C(=O)N3CCOCC3)cccc12
assay / entry	1	2	3	4	5	6	7	8	9	10
NOD2 RIPK2 PPI	-7	4	-4	6	23*	0	1	2	-18	-25
SRC2 inh	5	-22	-26	8	40	10	9	-14	15	-30
ABHD5 PLIN5 PPI	-2	-5	-1	-14	31*	-10	-3	-6	-1	1
SRC1 inh	11	2	-21	-17	45	8	4	-22	7	10
TLR9-MyD88 inh	-7	-8	-7	2	-3	-2	-8	-5	-3	nt
SRC3 inh	-1	-7	-33	-1	50	-8	22	-58	-1	14
MC4R antagonist	10	8	5	1	8	10	2	7	2	2
LRH-1 inv ag	-1	4	-33	-29	7	-23	-22	-62	-6	9
COUP-TFII inh	-27	-12	-26	-6	-12	-16	1	-7	-9	-3
EBV LMP1 NFkB	2	14	-34	2	78*	3	1	-11	0	nt
MC4R barr agon	14*	-3.1	0.6	-0.9	-1.0	-1.1	-0.8	-2.1	-0.9	-0.5

(11) Cn1c2ccc(F)cc2c2nc3ccccc3nc21
(12) Cc1[nH]c2ccccc2c1C(=O)COc1ccccc1
(13) Cc1ccc(-n2nc(C)c3c2OC(N)=C(C#N)C3c2ccc(C)o2)cc1 (stereo not given)
(14) COc1ccc(C2C(C(=O)OCC(=O)N3CCCCC3)CCC(=O)N2c2ccc(OC)cc2)cc1 (stereo not given)
(15) CCc1c(C#N)c(=O)[nH]c(=O)n1-c1ccccc1
(16) CCCC(C)C(=O)Nc1ccccc1C(=O)OCC (stereo not given)
(17) COCCN(C(=O)COC(=O)CCC(=O)c1ccc(C)cc1)c1c(N)n(Cc2ccccc2)c(=O)[nH]c1=O
(18) CC(=O)N1CCCc2cc(S(=O)(=O)N3CCCC(C(=O)N4CCN(c5cc(C)ccc5C)CC4)C3)ccc21 (stereo not given)
(19) CN(C)c1ccc(CNC(=O)CCS(=O)(=O)c2ccc3c(c2)oc(=O)n3C)cc1
(20) OCC1OC(n2cnc3c(=S)nc[nH]c32)CC1O (stereo not given)
assay / entry	11	12	13	14	15	16	17	18	19	20
NOD2 RIPK2 PPI	7	-2	-5	-13	-2	-6	2	3	-14	5
SRC2 inh	-30	-7	-7	-5	-23	-20	13	17	7	-19
ABHD5 PLIN5 PPI	3	8	-3	-10	-3	-7	1	11	1	2
SRC1 inh	-42	-13	-9	1	15	-12	10	21	-6	19
TLR9-MyD88 inh	-10	2	-2	1	-12	-1	6	-15	1	-4
SRC3 inh	-35	-8	-14	5	13	16	11	22	-2	19
MC4R antagonist	10	-9	4	2	19	11	6	20	6	-4
LRH-1 inv ag	-12	-33	0	-7	-1	-29	19	0	6	8
COUP-TFII inh	6	-27	-4	-14	18	2	16	34	7	-1
EBV LMP1 NFkB	-27	1	0	4	6	-10	-1	16	-1	-57
MC4R barr agon	-1.1	-1.9	-1.7	-2.0	0.2	3.9	0.8	1.1	-1.0	-0.2

(21) CCOC(=O)C1CCN(C(=S)Nc2cc(C)ccc2C)CC1
(22) NC(=O)Cn1cnc2c(nnn2-c2cccc(Cl)c2)c1=O
(23) Cc1ccc(CNC(=O)C2CCN(C(=O)Nc3ccccc3)CC2)cc1
(24) COc1ccccc1CNC(=O)c1cc2ccccc2o1
(25) Cc1cccn2c(=O)c3cc(C#N)c(=NC(=O)c4ccco4)n(Cc4ccco4)c3nc12
(26) COc1ccccc1NC(=O)C(C)Sc1nnc2ccccn12 (stereo not given)
(27) COc1ccc(-c2nnc(-c3ccc(F)cc3)o2)cc1
(28) CCc1nnc(NC(=O)c2cc(OC)c(OC)cc2[N+](=O)[O-])s1
(29) COc1ccc(CNC(=O)CSc2ncn[nH]2)cc1OC
(30) CCOc1ccc2nc(NC(=O)c3ccc(S(=O)(=O)N4CCOCC4)cc3)sc2c1
assay / entry	21	22	23	24	25	26	27	28	29	30
NOD2 RIPK2 PPI	-4	4	-13	-9	-3	5	2	-12	4	2
SRC2 inh	6	20	5	3	-38	6	-79	16	-1	-14
ABHD5 PLIN5 PPI	-6	-2	-6	-1	39*	5	-9	-2	-2	0
SRC1 inh	0	-3	-10	-7	1	1	-79	0	2	-11
TLR9-MyD88 inh	-9	2	-6	3	-8	-3	-4	-13	10	0
SRC3 inh	17	19	-10	-2	5	-7	-111	13	-11	-6
MC4R antagonist	0	5	-4	0	-1	12	14	20	7	10
LRH-1 inv ag	13	13	5	11	-16	-9	-140	-7	17	-5
COUP-TFII inh	20	26	-5	-7	8	0	-41	-11	-4	-3
EBV LMP1 NFkB	2	4	-11	-7	4	2	-22	-3	6	0
MC4R barr agon	-0.8	-0.3	-2.3	0.9	-1.8	-2.1	-1.4	0.6	0.7	2.2

(31) CCC(C(=O)Nc1cccc(C(=O)O)c1)c1ccccc1 (stereo not given)
(32) COc1ccc(C(=O)CSc2nnc(CNC(=O)c3ccco3)n2C)cc1OC
(33) CC(N)c1csc(Nc2cc(Oc3ccccc3)ncn2)n1 (stereo not given)
(34) C=CCn1c(COc2ccc(F)cc2)nnc1SCC(=O)c1c[nH]c2c(CC)cccc12
(35) C[C@@H]1CN([C@H](C)CO)C(=O)CCCn2nncc2CO[C@H]1CN(C)CC1CC1
(36) O=C(c1ccc(F)cc1)C1CCN(Cc2ccc(F)cc2)CC1
(37) N#C/C(=C\c1ccccc1C(F)(F)F)C(=O)Nc1ccccc1F
(38) Nc1c(S(=O)(=O)c2cccs2)c2nc3ccccc3nc2n1Cc1ccc2c(c1)OCO2
(39) COCc1cc(=O)[nH]c(=S)[nH]1
(40) Cc1ccc(NC(=O)C[n+]2ccccc2)cc1C
assay / entry	31	32	33	34	35	36	37	38	39	40
NOD2 RIPK2 PPI	3	-6	16	-6	1	6	-1	-9	-5	-10
SRC2 inh	-16	-7	-2	26	-32	-7	17	-1	10	-5
ABHD5 PLIN5 PPI	2	-3	-6	0	3	-4	-1	8	-4	4
SRC1 inh	-6	1	-6	-10	6	-5	-2	-5	5	5
TLR9-MyD88 inh	-2	-13	nt	15	nt	-2	0	-20	-12	-4
SRC3 inh	1	-8	-14	21	10	-8	4	24	23	-5
MC4R antagonist	-6	0	-1	6	nt	14	14	-23	-5	4
LRH-1 inv ag	-6	-26	-29	20	3	25	15	-2	-19	7
COUP-TFII inh	-11	-5	11	20	-9	27	10	2	-15	0
EBV LMP1 NFkB	1	1	nt	-29	nt	1	-1	-23	-11	4
MC4R barr agon	-0.1	-1.1	-2.1	-1.0	nt	0.1	-2.4	-0.5	-2.9	-0.5

Down the list, quoted from above:
Compounds 31 to 40 in COUP-TFII inh, in turn: -11, -5, 11, 20, -9, 27, 10, 2, -15, 0
Compounds 31 to 40 in MC4R barr agon, in turn: -0.1, -1.1, -2.1, -1.0, nt, 0.1, -2.4, -0.5, -2.9, -0.5

An excerpt from above in order of their number in NOD2 RIPK2 PPI, largest number first:
(18) CC(=O)N1CCCc2cc(S(=O)(=O)N3CCCC(C(=O)N4CCN(c5cc(C)ccc5C)CC4)C3)ccc21 (stereo not given)
(17) COCCN(C(=O)COC(=O)CCC(=O)c1ccc(C)cc1)c1c(N)n(Cc2ccccc2)c(=O)[nH]c1=O
(37) N#C/C(=C\c1ccccc1C(F)(F)F)C(=O)Nc1ccccc1F
(40) Cc1ccc(NC(=O)C[n+]2ccccc2)cc1C
assay / entry	18	17	37	40
NOD2 RIPK2 PPI	3	2	-1	-10
SRC2 inh	17	13	17	-5
ABHD5 PLIN5 PPI	11	1	-1	4
SRC1 inh	21	10	-2	5
TLR9-MyD88 inh	-15	6	0	-4
SRC3 inh	22	11	4	-5
MC4R antagonist	20	6	14	4
LRH-1 inv ag	0	19	15	7
COUP-TFII inh	34	16	10	0
EBV LMP1 NFkB	16	-1	-1	4
MC4R barr agon	1.1	0.8	-2.4	-0.5

The list continues:
(41) Cc1ccc(N=C2NC(=O)CS2)c(C)c1
(42) O=C(CCNC(=O)c1ccccc1Cl)NCC1CCCO1 (stereo not given)
(43) CN(C(=O)c1ccc(NC(=O)Cc2cccc(NC(=O)C3CCN(C(=O)C4CCC4)CC3)c2)cc1)C1CC1
(44) CCN1CCCc2cc(CN(CCN3CCOCC3)C(=S)Nc3ccc(C)cc3)ccc21
(45) Cc1[nH]c2ccc(OC(=O)N3CCOCC3)cc2c1C(=O)OC(C)C
(46) O=C(O)C1CCCCN1S(=O)(=O)c1ccccc1 (stereo not given)
(47) O=C(NCCN1CCN(c2ccccc2)CC1)c1ccccc1F
(48) CCC(C)CCN1CCN=C1Nc1ccccc1 (stereo not given)
(49) COc1ccc(CNC(=O)c2sc(=S)n(-c3ccc(OC)cc3)c2N)cc1
(50) COc1ccc(C(NC(=O)C2CCN(CCOc3ccccc3)CC2)c2ccccn2)cc1 (stereo not given)
assay / entry	41	42	43	44	45	46	47	48	49	50
NOD2 RIPK2 PPI	-6	-14	-17	-14	-11	2	-6	0	3	1
SRC2 inh	-8	4	-1	12	14	-22	-23	10	nt	1
ABHD5 PLIN5 PPI	2	2	6	-3	7	-1	5	4	-5	-5
SRC1 inh	20	-15	-14	6	-1	-57	8	-3	8	4
TLR9-MyD88 inh	-6	3	-4	1	3	2	0	-8	-3	nt
SRC3 inh	7	3	-12	9	22	8	13	-11	1	-12
MC4R antagonist	-3	5	-2	4	15	5	-1	5	0	0
LRH-1 inv ag	-5	11	-6	2	27	-5	-4	4	34	-12
COUP-TFII inh	5	0	-18	-8	20	-2	7	-7	nt	-4
EBV LMP1 NFkB	3	1	6	5	10	0	-3	1	-5	nt
MC4R barr agon	1.3	-1.6	-0.8	-2.2	-1.5	1.0	-1.9	-1.0	-1.2	-2.4
